Anthrax LF prot = anthrax lethal factor protease inhibition | P15917 | multiplex microsphere protease cleavage assay, LF | inhibition, % at 10 µM | hit rate 0.12% among 360,000 | AID 588501; note: plate controls were buffer without enzyme for full effect and enzyme alone for no effect
Target sequence (P15917 whole entry, looked up): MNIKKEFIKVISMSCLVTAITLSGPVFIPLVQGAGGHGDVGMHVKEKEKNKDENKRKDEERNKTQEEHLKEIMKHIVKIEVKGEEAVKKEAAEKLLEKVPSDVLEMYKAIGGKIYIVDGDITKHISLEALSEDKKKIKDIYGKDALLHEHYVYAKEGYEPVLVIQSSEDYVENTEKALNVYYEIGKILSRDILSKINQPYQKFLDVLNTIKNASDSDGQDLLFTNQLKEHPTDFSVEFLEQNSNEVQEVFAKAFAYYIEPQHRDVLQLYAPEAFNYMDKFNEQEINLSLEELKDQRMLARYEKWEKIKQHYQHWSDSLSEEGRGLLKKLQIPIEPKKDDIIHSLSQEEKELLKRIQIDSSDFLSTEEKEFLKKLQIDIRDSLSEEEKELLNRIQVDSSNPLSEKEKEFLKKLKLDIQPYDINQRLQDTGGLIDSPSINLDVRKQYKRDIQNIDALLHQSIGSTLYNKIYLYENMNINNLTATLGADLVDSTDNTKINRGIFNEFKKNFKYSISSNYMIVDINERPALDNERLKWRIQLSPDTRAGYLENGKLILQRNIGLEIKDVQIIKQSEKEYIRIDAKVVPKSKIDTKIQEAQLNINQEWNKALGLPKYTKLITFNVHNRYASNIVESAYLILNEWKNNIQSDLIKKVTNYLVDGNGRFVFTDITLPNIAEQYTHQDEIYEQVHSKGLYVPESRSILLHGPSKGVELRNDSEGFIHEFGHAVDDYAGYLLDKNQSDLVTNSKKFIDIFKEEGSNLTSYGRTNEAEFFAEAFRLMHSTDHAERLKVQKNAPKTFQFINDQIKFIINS
PfHsp40 yeast = restores yeast growth despite PfHsp40 toxicity | S. cerevisiae expressing PfHsp40, growth rescue, ATP luminescence | growth rescue, % at 12.5 µM | hit rate 0.68% among 340,000 | AID 504582; in the data active = growth rescue above about 28%, passing the limit was not always enough; inconclusive = no clear call, values can overlap the other calls;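 note: yeast W303a lacking pdr1 and pdr3 grown in galactose medium; growth measured after three days at 30 °C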
Y pestis TopoI = Y. pestis Topo-I inhibition via cleavage products; hit rate 0.064% among 360,000; Y. pestis Topo-I cleavage product accumulation, plate reader; activity, % at 10 µM; in the data active = activity above about 50%, passing the limit was not always enough; inconclusive = no clear call, values can overlap the other calls; note: inactives centre near 2
TcdB inh = TcdB glycohydrolase inhibition; TcdB glycohydrolase enzymatic assay, plate reader; P18177; hit rate 0.24% among 350,000; AID 652162; inhibition, % at 9.99 µM; in the data active = inhibition above about 10%
BH1578 lux ind = induces V. cholerae light production without autoinducers; AID 588436; V. cholerae BH1578 lux reporter, luminescence, 6 h; activation, % at 18.7 µM; hit rate 0.16% among 350,000; in the data active = activation mostly above about 9.7%, no sharp cut-off; inconclusive = no clear call, values can overlap the other calls; inactive = mostly below about 3.7%; note: not every result past the cut was called active; inactives centre near 0; reference of the scale not given here
PrPC TRFRET = inhibitors of human cell surface prion protein PrPC; AID 720596; TR-FRET read-out; hit rate 0.43% among 370,000; inhibition, % at 13.8 µM; in the data active = inhibition above about 24%; note: 0% = median of the test wells and 100% = reference compound wells
PriA SSB inh = K. pneumoniae PriA-SSBct interaction inhibition; hit rate 0.6% among 430,000; inhibition, % at 33 µM; AID 1272365; AlphaScreen SSBct-PriA binding, biotinylated peptide; in the data active = inhibition mostly above about 37%, no sharp cut-off; inactive = mostly below about 20%;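 note: plate controls were negative control peptide for no effect and reference peptide for full effect; strong numbers were not always called active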
BoNT A protease = blocks Botulinum neurotoxin A light chain protease; inhibition, % at 10 µM; hit rate 0.17% among 360,000; multiplex microsphere protease substrate cleavage, flow cytometry; AID 588499; note: plate controls were buffer without enzyme for full effect and enzyme alone for no effect
3CLpro inhibitor = SARS-CoV 3CLpro protease inhibition; recombinant SARS-CoV 3CLpro, quenched FRET peptide cleavage; hit rate 0.14% among 290,000; inhibition, % at 6 µM; AID 1706; P0C6X7; in the data active = inhibition above about 12%
The depositor's hits bear a star; i = inactive; ? = inconclusive; nt = no result given; & = joins results of further samples. Cut-off read from the data, not from the text of the source, unless noted: active = inhibition above about 30%; inconclusive = no clear call, values can overlap the other calls; inactive = below that. A portion of the library, so the mix of outcomes need not match the whole.

SMILES	Y pestis TopoI	TcdB inh	Anthrax LF prot	3CLpro inhibitor	BoNT A protease	BH1578 lux ind	PrPC TRFRET	PriA SSB inh	PfHsp40 yeast
COC(=O)C1CN(C(=O)COc2ccc(C)c(C)c2)c2ccccc2O1 (stereo unspecified)	17	0.1	1	1	1.5	i	-2	-18	1.0
CCc1ccc(-c2cn(-c3nc(C)cc(C)n3)c(=N)o2)cc1	10	nt	-2	-3	-1.0	i	0	-2	1.1
COc1ccc2oc(=N)c(C(=O)NCc3ccccc3)cc2c1	9	1.4	8	3	2.8	i	-2	-37	0.7
CCCn1c(NCc2ccc3c(c2)OCO3)nc2ccccc21	-2	1.5	1	-3	1.1	-1.8	-1	10	-0.2
CCN(CCCNC(=O)C1CCN(C(=O)c2cc3sccc3n2C)CC1)Cc1ccccc1	19	0.0	-2	4	0.7	-0.3	-3	6	1.8
COc1ccc(OC)c(NC(=O)CCn2ccnc2)c1	-5	0.4	-8	-2	0.8	-0.5	3	5	5.6
COc1c(Br)cc(Br)cc1/C=C1/C(=O)N=C(N)N1C	7	0.7	0	-2	0.1	-0.2	-12	nt	-0.6
O=C(/C=C/c1ccccc1)Oc1ccc(C(=S)N2CCOCC2)cc1	7	0.7	-9	2	-1.3	i	-1	-9	-1.5
CN(C)CCCN(Cc1ccccc1)C(=S)Nc1cccc(C(F)(F)F)c1	-18	nt	0	-1	0.1	0.6	-8	-8	-0.3
CCO[C@@H]1OC(C(=O)NCc2nc3ccccc3[nH]2)=C[C@H](C2CCCCC2)[C@H]1CCCO	21	0.1	-5	0	0.0	-0.5	5	0	0.6
Cc1ccccc1Cn1nnc(C(=O)Nc2ccc3c(c2)OCCO3)c1N	8	2.2	-1	nt	1.5	1.4	18	-11	106*
Cc1ccc(N(C)S(=O)(=O)c2ccc3[nH]cc(C(=O)NCCCN4CCOCC4)c(=O)c3c2)cc1C	-1	0.9	0	2	-0.3	i	4	-8	0.6
CCCn1c(=O)c(C(=O)Nc2ccccc2)c(O)c2ccccc21	-15	nt	2	3	-0.4	-0.6	7	-15	0.8
CCN(C[C@H]1N[C@@](Cc2ccccc2)(C(=O)OC)[C@H]2C(=O)N(Cc3ccccc3)C(=O)[C@@H]12)C(=O)Nc1ccc(C(F)(F)F)cc1	13	0.0	-3	nt	-0.3	-1.4	-1	-3	-0.5
COc1ccc(CCNC(=O)c2cccnc2Cl)cc1OC	-2	0.4	-10	nt	0.3	-0.4	7	-7	-1.3
Cc1ccc(C(=O)N[C@H](C(=O)OCC(=O)c2ccc[nH]2)C(C)C)cc1	-2	1.5	1	-2	-0.4	-0.2	1	-2	1.4
CN(C)/C=N/c1nc2nccc(-c3cccs3)n2n1	-4	0.3	-19	-1	-13	-0.1	-13	nt	-1.0
Cn1c(N)c(C(=O)COC(=O)c2cncc(Br)c2)c(=O)n(C)c1=O	5	-1.5	6	0	5.8	1.0	-4	-2	-1.3
Cc1ccc(C(=O)Nc2ccc(NC(=O)c3ccccc3Cl)c(C)c2)cc1	6	1.2	2	nt	-0.4	i	4	nt	nt
CC1(C)CC(CCC(=O)Nc2ccc(S(N)(=O)=O)cc2)C(=O)O1 (stereo unspecified)	-1	nt	-2	-1	?	-4.2	-8	-5	-0.1
CC(C)c1ccc(NC2CCCN(C(=O)c3ccccc3-c3ncc[nH]3)C2)cc1 (stereo unspecified)	3	0.4	0	-3	-0.4	i	6	4	-1.3
CCOC(=O)C(NC(=O)OC(C)C)(Nc1nccs1)C(F)(F)F (stereo unspecified)	-5	nt	-3	5	0.2	0.2	-8	-10	0.5
Cc1cccc(Nc2nc3c(c(=O)n(C)c(=O)n3C)n2CC(O)CO)c1 (stereo unspecified)	-6	nt	-2	0	0.3	i	-5	5	-0.3
CCCCCCCSc1ncnc2[nH]ncc12	13	-1.5	1	nt	-0.4	-2.9	8	-12	18
C/C(=N\NC(=O)c1cccs1)c1c(O)cc(C)oc1=O	-1	-2.0	0	6	-1.2	-0.1	4	nt	-0.2
Cc1ccc(S(C)(=O)=O)cc1C(=O)Nc1cccc(S(=O)(=O)N2CCCCCC2)c1	0	-0.2	-1	nt	0.0	i	-3	6	-0.4
COC(=O)c1ccc(COC(=O)c2[nH]c(C)c(C(C)=O)c2C)o1	7	nt	-2	-3	-0.1	0.5	9	-24	-0.1
O=C(OCc1cn([C@H]2CN(C(=O)C3CCCCC3)[C@@H](c3ccccc3)C[C@@H]2O)nn1)c1ccccc1	9	1.3	-9	nt	-0.5	i	-1	nt	nt
O=C(Cn1c2c(c(=O)n3ncnc13)CCC2)N/N=C/c1cccs1	5	1.8	-9	6	-1.1	i	4	i	nt
Cc1cc(C)cc(C(=O)NC(CC(N)=O)c2ccc(NCCN3CCCC3)c([N+](=O)[O-])c2)c1 (stereo unspecified)	-5	0.0	-5	2	0.1	i	-3	4	0.0
O=C(CSc1ncn(-c2ccccc2)n1)Nc1ccc(Br)cn1	-5	nt	-1	1	0.6	i	2	-8	2.3
COc1ccc(S(=O)(=O)N2CCOCC2)cc1NC(=O)CCCOc1ccccc1	18	0.8	6	nt	0.1	-8.3	4	-15	-0.8
O=C(NNC1=Nc2ccccc2SC1)c1cccc([N+](=O)[O-])c1	-11	0.6	nt	-1	nt	-0.6	-3	-3	nt
CCOc1ccc(N(CC(=O)NC2CCCC2)C(=O)CCCC(=O)Nc2ccccn2)cc1	14	nt	3	3	0.7	4.8	7	7	-1.0
CNC(=O)COc1coc(CN2CCN(c3cccc(Cl)c3)CC2)cc1=O	-5	0.6	0	2	-1.2	i	4	4	-0.1
Cn1c(COc2ccccc2)nnc1SCCN1CCOCC1	-9	nt	2	-1	1.1	1.3	8	-25	-0.5
COc1ccc(NC(=O)CCCN2C(=O)CN(C)C2=O)cc1Cl	1	-0.3	-1	nt	-6.0	i	-4	-3	0.6
CCC(=O)Nc1ccc(N2CCOCC2)c(S(=O)(=O)Nc2ccc(Cl)cc2)c1	2	0.7	nt	nt	nt	i	3	6	0.9
O=C(Nc1ccnn1C1CCN(C2CCOCC2)CC1)c1cccc(F)c1	2	0.9	0	-4	1.7	-0.2	5	-5	-0.5
Cc1ccccc1[C@@H]1C(C#N)=C(N)S[C@H]1C(=O)c1ccccc1	-10	nt	-3	3	-1.0	-0.5	15	-12	0.7
CCCCNS(=O)(=O)c1ccc2nc(SCC(=O)c3ccccc3OC)[nH]c2c1	2	2.5	0	3	0.1	-0.4	8	9	-1.0
CCOC(=O)c1c(C)[nH]c(C)c1C(=O)COC(=O)c1cccnc1Cl	-7	-9.4	-1	nt	-0.4	i	9	0	-0.8
CCc1cc(=O)oc2cc3occ(-c4ccc(OC)c(F)c4)c3cc12	12	0.6	-1	2	0.0	6.2	-7	-7	2.7
O=C(C1CCN(S(=O)(=O)c2ccc(Cl)cc2)CC1)N1CCOCC1	8	nt	nt	2	nt	-0.3	5	7	-1.7
Cc1ccc(C)c(Oc2cc(NC(=O)CCCn3nc(C)c([N+](=O)[O-])c3C)cc([N+](=O)[O-])c2)c1	1	-0.5	-2	-1	0.3	-0.7	-4	12	0.9
CCC1CCCCN1CCCNC(=O)CN1C(=O)c2cccnc2Oc2ccc(C)cc21 (stereo unspecified)	-1	1.1	-4	1	0.3	-0.4	-1	1	-0.4
Cc1ccc(OCC(=O)Nc2cccc(O)c2)cc1C	11	nt	1	-6	0.4	-0.2	13	-16	0.9
C=CCCC(=O)NC1CC(C)(C)Cc2c1cnn2-c1ccc(OC)cc1 (stereo unspecified)	-10	0.6	-5	-1	-6.2	0.3	0	-18	0.5
CN1CCC(=NNC(=O)c2cc(-c3ccc(Cl)cc3)n[nH]2)CC1	-4	0.9	0	-2	-0.6	i	-3	-9	3.0
O=C(Nc1ccccc1C(F)(F)F)N1CCN(C(c2ccccc2)c2ccccc2)CC1	6	nt	0	-6	?	i	-2	-8	-0.8

Following part
SMILES	Y pestis TopoI	TcdB inh	Anthrax LF prot	3CLpro inhibitor	BoNT A protease	BH1578 lux ind	PrPC TRFRET	PriA SSB inh	PfHsp40 yeast
CCCCN(C)CCCNC(=O)c1cc(-c2cccnc2)nc2ccccc12	-14	-3.9	17	-3	0.2	-7.7	-17	0	0.5
COc1ccc(OC)c(S(=O)(=O)NCCCn2ccnc2)c1	0	0.6	20	-2	0.4	i	-7	3	-1.7
C(#Cc1ccccc1)Cn1nnc2ccccc21	10	nt	-5	0	-0.8	-8.3	-1	-37	1.0
CCCCN1C(=O)C(CC(=O)NCCCN(C)C)CC(C(=O)N2CCCCCC2)=C1C (stereo unspecified)	nt	-0.6	-3	nt	-0.6	nt	-2	nt	nt
COc1ccc(C(CNC(=O)C(=O)Nc2ccc3c(c2)OCCO3)N2CCN(C)CC2)cc1 (stereo unspecified)	-5	1.1	0	nt	2.5	i	-3	23	0.0
COc1cc(C(CCN2CCN(c3ccccc3)CC2)c2c(OC)cc(OC)c3ccc(=O)oc23)cc(OC)c1OC (stereo unspecified)	17	-0.1	2	nt	-0.2	i	-15	-1	-1.3
Oc1ccc(NC(=S)N=Nc2c(O)[nH]c3ccccc23)cc1	-16	0.7	-11	3	-1.3	i	-26	20	-0.1
CN(C(=O)c1ccccc1[N+](=O)[O-])c1ccccc1C(=O)NCc1ccccc1	5	0.6	-7	-3	-3.9	i	-7	nt	12
Cc1cc(NC(=O)Nc2ccccc2F)ccc1Br	2	2.1	2	6	1.0	-0.2	17	-38	1.9
COc1cc(C(=O)N(C)CC(=O)Nc2cccc(F)c2)ccc1OCc1ccccc1	11	1.7	nt	nt	nt	-5.6	5	-8	-0.6
Cc1ccccc1Nc1cc2ccccc2c(=O)[nH]1	-3	nt	-1	-5	0.7	-0.5	nt	14	-0.2
O=C1CSc2ccc(S(=O)(=O)NCc3ccc(F)cc3)cc2N1	4	0.1	1	-3	1.8	-0.6	6	9	-0.6
COc1cc(/C=N/NC(=O)CCOc2ccccc2C)cc(Br)c1O	4	-0.2	0	4	0.2	i	-3	nt	-0.1
CCOc1ccc(N2C(=O)C3Sc4[nH]c(=O)sc4C(c4ccc(OC)c(OC)c4)C3C2=O)cc1 (stereo unspecified)	7	-1.6	-3	1	0.3	-0.4	-13	4	1.5
O=S(=O)(NCc1cccnc1)c1ccc(Cl)cc1	4	0.1	6	-8	1.4	-0.3	7	-5&-16	0.5
O=C(CSc1nc(Nc2ccccc2)nc(N2CCOCC2)n1)N1CCCC1	6	nt	1	-4	-0.2	0.4	-8	-4	1.7
CCOC(=O)c1cc2c(=O)n3ccccc3nc2n(CC2CCCO2)c1=NC(C)=O (stereo unspecified)	6	nt	4	3	0.1	-2.1	-20	-4	1.4
O=C(Nc1ccc(Cl)cc1)c1csc(-c2ccccc2)n1	5	nt	-4	2	-0.9	-3.6	4	-30	3.2
Cc1onc(-c2c(F)cccc2Cl)c1C(=O)Nc1nc2c(s1)CCCC2	13	1.7	-10	1	?	-2.6	6	10	-1.5
N/C(=N\[N+](=O)[O-])N1CCN(C(=O)c2ccccn2)CC1	4	1.3	14	-4	1.2	-0.3	-7	nt	-0.3
CC(=O)Nc1ccc(Nc2nnc(-c3ccc(O)cc3)c3ccccc23)cc1	-9	1.0	3	-10	-4.6	i	-13	-10	0.3
Cc1ccc(N2CCN(CCCCN3C(=O)C4CCCN4C3=O)CC2)cc1 (stereo unspecified)	-1	nt	0	1	0.3	-0.3	-11	0	-0.1
CO/N=C/C1C(=O)NN=C1c1ccccc1 (stereo unspecified)	-1	1.1	-2	-4	-1.0	-0.1	0	nt	0.4
CC(=O)N1c2ccccc2N2C(c3c(C)c(C)cc(C)c3C)=NON12	-11	-1.9	-4	7	-1.2	i	10	2	0.4

Compound activity (PubChem BioAssay)
